Compound activity (PubChem BioAssay)
TrxR1 substrate – qHTS Assay for Substrates of Mammalian Selenoprotein Thioredoxin Reductase 1 (TrxR1): qHTS; purified TrxR1 substrate turnover, NADPH consumption readout; Potency, µM (highest dose often 114 µM), for inactives: at the top dose activity change, negative = substrate turnover; 390,000 compounds, 0.01% hits; AID 588456, 2011; further: on the % scale 0 is the no-effect control and ±100 the full control effect; nearly all actives have a fitted effect of over 50% in size
Target sequence (O89049 whole entry, looked up): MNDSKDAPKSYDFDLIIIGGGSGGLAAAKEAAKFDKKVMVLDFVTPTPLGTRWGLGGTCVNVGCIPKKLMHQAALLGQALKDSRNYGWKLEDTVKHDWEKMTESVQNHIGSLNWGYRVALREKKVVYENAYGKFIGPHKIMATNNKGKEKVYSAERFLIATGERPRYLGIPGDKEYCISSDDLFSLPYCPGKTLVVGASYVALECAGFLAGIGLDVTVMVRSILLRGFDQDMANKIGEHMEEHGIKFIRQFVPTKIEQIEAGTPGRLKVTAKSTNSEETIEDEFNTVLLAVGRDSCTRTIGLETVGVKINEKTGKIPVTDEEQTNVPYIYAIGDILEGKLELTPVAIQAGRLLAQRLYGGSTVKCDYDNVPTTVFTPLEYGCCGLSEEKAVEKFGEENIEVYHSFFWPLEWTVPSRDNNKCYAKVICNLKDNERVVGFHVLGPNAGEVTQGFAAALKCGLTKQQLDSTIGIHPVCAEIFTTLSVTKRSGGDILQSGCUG
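Rat TrxR1, dispensed at 90 nM, was prereduced with 400 uM NADPH (final) for 5 min at ~22 deg C, then incubated with compound 15 min before 400 uM selenite. A first-read NADPH fluorescence drop versus no-compound background flagged substrates.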
12-LOX inh – Primary qHTS assay for inhibitors of human arachidonate 12S-lipoxygenase (ALOX12): Round 2. Polyunsaturated fatty acid lipoxygenase ALOX12 (Homo sapiens), P18054. Potency, µM (doses to about 108 µM), for inactives: at the highest dose activity change, negative = inhibition, most hits filed as inhibitors. 580,000 compounds, 1.1% hits. purified 12hLO, xylenol orange hydroperoxide absorbance; further: on the % scale 0 is the no-effect control and ±100 the full control effect
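Purified human 12hLO (150 nM final) in 25 mM Hepes, 0.01% Triton X-100, pH 7.0 was preincubated 15 min at room temperature with compound. Then 40 uM arachidonic acid was added, 30 min. Hydroperoxide was read by Fe-XO absorbance ratio 573/405 nm.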
RXFP1 ag – qHTS Assay for Agonists of the Relaxin Receptor RXFP1; Potency, µM (highest dose often 57.5 µM), for the others: at the highest dose activation, usual class: activators; AID 2676, 2010; HEK293T-RXFP1 cAMP TR-FRET, 30 min; response scale: percent of porcine relaxin response, buffer zero; 370,000 compounds, 0.3% hits; further: on the % scale 0 is the no-effect control and ±100 the full control effect; nearly all actives have a fitted effect of over 60% in size; many of its hits are not listed in these tables
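Agonist response is measured as cAMP accumulation in an RXFP1-transfected HEK293T line under PDE4 inhibition. Values are scaled between buffer-only and 29 nM porcine relaxin, and EC50s come from standard Hill equation fits.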
mIDH1 inhibitor – qHTS for Inhibitors of mutant isocitrate dehydrogenase 1 (IDH1): qHTS; Isocitrate dehydrogenase [NADP] cytoplasmic (Homo sapiens), O75874; IDH1-R132H enzyme, NADPH consumption, diaphorase/resazurin fluorescence; Potency, µM (top dose mostly 76.6 µM), for the others: at the top dose activity change, negative = inhibition, usual class: inhibitors; 390,000 compounds, 0.093% hits; AID 602179, 2012; further: on the % scale 0 is the no-effect control and ±100 the full control effect; nearly all actives have a fitted effect of over 65% in size
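IDH1-R132H (0.5 ug/mL) preincubated 30 min with compound, then NADPH (0.016 mM) and alpha-KG (2 mM) added; 80 min at RT, pH 7.5. Remaining NADPH coupled via diaphorase/resazurin to fluorescence (540/590 nm); concentration-response curves normalized to no-enzyme control.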
RGS4 inhibitor – Inhibitors of Regulator of G Protein Signaling (RGS) 4: qHTS. Transcreener GDP fluorescence polarization, RGS4-accelerated GTP hydrolysis. Potency, µM (top dose mostly 114 µM), for the others: top-dose activity change, negative = inhibition, actives largely listed as inhibitors. 390,000 compounds, 0.039% hits. AID 504845, 2011; further: on the % scale 0 is the no-effect control and ±100 the full control effect; nearly all actives have a fitted effect of over 75% in size; some results filed as inactive show a strong effect at the top dose
Target sequence (P49798 whole entry, looked up): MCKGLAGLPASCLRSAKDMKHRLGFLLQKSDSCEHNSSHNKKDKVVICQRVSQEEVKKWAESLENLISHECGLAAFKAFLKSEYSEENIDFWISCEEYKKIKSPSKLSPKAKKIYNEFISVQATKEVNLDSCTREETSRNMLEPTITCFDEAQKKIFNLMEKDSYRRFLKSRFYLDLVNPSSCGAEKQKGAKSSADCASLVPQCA
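MLSMR compounds (23 nl, pin-transferred) preincubated 10 min at room temperature with a 500nM (2x) first reagent, then RGS4 at 900nM (2x) plus Transcreener GDP mix added; fluorescence polarization (620/688 nm) read before and after 90 min at 30 °C.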
TrxR1 inh – qHTS Assay for Inhibitors of Mammalian Selenoprotein Thioredoxin Reductase 1 (TrxR1): qHTS; 390,000 compounds, 1% hits; recombinant rTrxR1, NADPH fluorescence consumption, selenite substrate; Potency, µM (top dose mostly 114 µM), without a hit: at the top dose activity change, negative = inhibition, usual class: inhibitors; AID 588453, 2011; Thioredoxin reductase 1, cytoplasmic (Rattus norvegicus), O89049; further: on the % scale 0 is the no-effect control and ±100 the full control effect; nearly all actives have a fitted effect of over 65% in size
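Rat TrxR1 (90 nM in the dispensed reagent) was pre-reduced with 400 uM NADPH for 5 min at room temperature, then incubated with compound for 15 min. After 400 uM selenite was added, NADPH fluorescence (Ex 340/Em 450 nm) was followed for 8 min.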
Vif-A3F inh – qHTS for Inhibitors of Vif-A3F Interactions: qHTS. Potency, µM (series often up to 46.1 µM), for the others: at the top dose activity, negative = active. HeLa A3F-eYFP + Vif (tagged APOBEC3F with the HIV-1 protein that degrades it), YFP fluorescence increase. 390,000 compounds, 0.2% hits; further: % of control where 0% means no effect; nearly all actives have a fitted effect of over 65% in size
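HeLa cells stably expressing Vif plus C-terminally eYFP-tagged A3F were seeded, incubated overnight at 37 deg C, dosed with compound, incubated overnight again at 37 deg C. Yellow fluorescence (Ex 488/Em 500-530) reported blocked Vif-mediated A3F-eYFP degradation.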
USP1-UAF1 inh – Inhibitors of USP1/UAF1: Primary Screen; AID 743255, 2014; recombinant USP1/UAF1, Ub-Rhodamine cleavage fluorescence; Potency, µM (series often up to 57.1 µM), for inactives: top-dose activity change, negative = inhibition, usual class: inhibitors; 390,000 compounds, 0.23% hits; further: on the % scale 0 is the no-effect control and ±100 the full control effect; nearly all actives have a fitted effect of over 60% in size; inactives centre near -12
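In this screen, compounds sit with the deubiquitinase complex (1nM) for 15 min at room temperature before Ub-Rho is added at 150nM final. Fluorescence rise is then followed for 6 reads every 60 seconds.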
Vif-A3G inh – qHTS for Inhibitors of Vif-A3G Interactions: qHTS; 410,000 compounds, 0.076% hits; DNA dC->dU-editing enzyme APOBEC-3G (Homo sapiens), Q9HC16; AID 602310, 2012; HeLa A3G-eYFP + Vif (tagged APOBEC3G with the HIV-1 protein that degrades it), YFP fluorescence, overnight; Potency, µM (series often up to 46.1 µM), for inactives: at the highest dose activity, negative = active, hits mostly inhibitors;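 further: on the % scale 0 is the no-effect control and ±100 the full control effect; nearly all actives have a fitted effect of over 60% in size; hits raise eYFP signal because A3G escapes Vif-driven loss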
Target sequence (Q9HC16 whole entry, looked up): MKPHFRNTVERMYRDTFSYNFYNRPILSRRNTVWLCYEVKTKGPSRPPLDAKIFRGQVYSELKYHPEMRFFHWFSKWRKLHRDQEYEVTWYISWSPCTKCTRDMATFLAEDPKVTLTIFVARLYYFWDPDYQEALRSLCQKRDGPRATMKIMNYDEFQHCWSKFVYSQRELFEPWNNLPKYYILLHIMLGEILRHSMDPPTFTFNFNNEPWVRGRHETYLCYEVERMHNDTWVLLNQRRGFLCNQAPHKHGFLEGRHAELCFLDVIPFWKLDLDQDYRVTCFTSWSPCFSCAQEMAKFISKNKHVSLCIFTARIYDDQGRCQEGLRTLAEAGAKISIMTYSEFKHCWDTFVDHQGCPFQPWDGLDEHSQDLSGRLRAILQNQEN
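Read-out is eYFP fluorescence (Ex 488/Em 500-530) from Vif-expressing HeLa A3G-eYFP cells; more signal means A3G escaped Vif-mediated degradation. Cells plated overnight, compound pinned in, incubated overnight at 37 deg C.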
* marks the source's active call; other numbers are inactive results; ? = inconclusive; / = no result given; & = joins results of further samples; [ ] = remark or other dose. The call rests on the fitted dose curve; in most records, active means well fitted curve in the direction sought with a large enough effect; inconclusive means small, poorly fitted or top-dose-only effect, or another doubt; inactive means no such curve, though single readings can be large; an effect the other way counts as inactive or inconclusive. Potency means the concentration at half of the fitted maximal effect.

Under each structure: TrxR1 inh	RGS4 inhibitor	Vif-A3G inh	mIDH1 inhibitor	12-LOX inh	RXFP1 ag	USP1-UAF1 inh	Vif-A3F inh	TrxR1 substrate
1) COc1ccc2ccc3ccc(OC)c(OC(C)=O)c3c2c1
    15%[11.4 µM]	10%	0%	6%	9%	/	-24%	10%	19%[57.1 µM]
2) N/C(CSc1nc(-c2ccccc2)c(-c2ccccc2)o1)=N\O
    22%	-23%	-4%	1%	0%	1.6%	-18%	0%	20%
3) CCOc1ccccc1NC(=O)c1nn(C)c2c1CSc1ccccc1-2
    14%	12%	4%	0%	12%	-1.2%	-13%	10%	-4%
4) Cc1cc(C)c(NC(=O)C2CCCO2)c(C)c1 (stereo not given)
    6%[57.1 µM]	-9%	5%	0%	216%[activator]	/	-11%	-1%	10%[57.1 µM]
5) Cc1ccc(C(=O)N2CCN(C(=O)CN3CCOCC3)C2)cc1
    -6%[57.1 µM]	-18%	-4%	7%	-7%	0.1%	-17%	-1%	-3%
6) Cc1cc([N+](=O)[O-])ccc1NC(=O)c1cccc(NC(=O)C(C)C)c1
    7%	-4%	-1%	15%	2%	5.7%	-8%	-4%	4%
7) Cc1ccc(C(=O)NC(C)c2ccc(C)c(C)c2)s1 (stereo not given)
    14%	19%	-11%	-7%	?	/	-23%	-3%	4%
8) COc1ccc(NC(=O)CSc2nnc(Cc3cccs3)n2-c2ccc(C)cc2)cc1
    14%	8%	-8%	1%	1%	0.8%	-19%	-6%	-8%
9) CC(=O)c1cccc(NC(=O)CN2CCc3cc4c(cc3C2C)OCCCO4)c1 (stereo not given)
    15%	5%	1%	-10%	0%	0.5%	-23%	0%	-2%
10) CCC1=Nc2cc(C(=O)N3CCC(C)CC3)ccc2Sc2ccc(C)cc21
    -3%	-11%	5%	11%	-6%	0.6%	-23%	0%	-5%
11) OC(c1nc2ccccc2[nH]1)C(O)c1nc2ccccc2[nH]1 (stereo not given)
    7%[57.1 µM]	-11%	-4%	8%	16%	-0.4%	-2%	0%	6%
12) Cn1c(=O)c2c(-c3ccccc3)n(CCCN3CCOCC3)cc2n(C)c1=O
    ?	1%	-3%	-3%	?	2.7%	1%	-4%	-9%
13) O=C(Nc1cccc(-c2nc3ncccc3o2)c1)c1ccco1
    -22%	-45%	-5%	17%	10%	0.3%	-21%	-8%	-7%
14) Cc1c(C(=O)N2CCN(c3ccc(F)cc3)CC2)sc2ncnc(N3CCN(c4ccccn4)CC3)c12
    7%	-34%	-6%	-11%	10%	-0.1%	-13%	1%	1%
15) COc1ccc(CN(CC2CCCO2)C(=O)c2cc3sccc3n2C)c(OC)c1 (stereo not given)
    20%[57.1 µM]	-26%	2%	-3%	-7%	-1.6%	-9%	-26%	2%[57.1 µM]
16) COc1ccccc1C(=O)COC(=O)Cn1c(C)csc1=O
    3%	-7%	-3%	1%	-5%	0.8%	-16%	-4%	2%
17) COC(=O)c1cc(S(=O)(=O)N2CCCC(C)C2)c[nH]1 (stereo not given)
    19%	-14%	2%	0%	1%	-4.8%	-20%	0%	2%
18) COCc1nnc(NC(=O)CSc2ccc(C)cc2)s1
    -4%	-6%	0%	1%	-14%	-3.6%	-2%	-6%	-5%
19) COc1ccc(S(=O)(=O)NCCN2CCOCC2)c(C)c1C
    16%	-30%[56.9 µM]	-5%	15%	2%	-0.6%	-14%	?	-1%
20) O=C(NC(=S)Nc1cccc2cccnc12)c1cccs1
    6%	-44%	3%	-4%	-8%	-2.3%	-3%	-1%	1%

Nos. 1 to 2 from above:
Under each structure: TrxR1 inh	RGS4 inhibitor	Vif-A3G inh	mIDH1 inhibitor	12-LOX inh	RXFP1 ag	USP1-UAF1 inh	Vif-A3F inh	TrxR1 substrate
1) COc1ccc2ccc3ccc(OC)c(OC(C)=O)c3c2c1
    15%[11.4 µM]	10%	0%	6%	9%	/	-24%	10%	19%[57.1 µM]
2) N/C(CSc1nc(-c2ccccc2)c(-c2ccccc2)o1)=N\O
    22%	-23%	-4%	1%	0%	1.6%	-18%	0%	20%

Following part.
Under each structure: TrxR1 inh	RGS4 inhibitor	Vif-A3G inh	mIDH1 inhibitor	12-LOX inh	RXFP1 ag	USP1-UAF1 inh	Vif-A3F inh	TrxR1 substrate
21) Cc1nc(SCC(=O)N2CCN(C(=O)c3cccs3)CC2)c2c(C)c(C)sc2n1
    -5%	-39%	-1%	4%	-6%	17%	-14%	-6%	-4%
22) Cn1cc(CCC(=O)NCc2ccc(Cl)cc2)c2ccccc21
    13%&16%	-8%&8%	-5%&8%	11%&-7%	-26%&-3%	1.1%&-0.7%	-28%&-13%	1%&8%	-1%&-6%
23) O=C(NCc1cccc(CNC(=O)C(=O)NCc2ccco2)c1)C(=O)NCc1ccco1
    -20%	-10%	-11%	13%	-10%	1.1%	-14%	-11%	3%
24) CCC(=O)NC(=S)NNC(=O)c1ccc(NC(=O)c2ccccc2)cc1
    ?	-28%	0%	-3%	-3%	3.6%	-1%	-6%	-12%
25) CCc1noc(C)c1C(=O)Nc1cccc(S(=O)(=O)N2CCCCCC2)c1
    13%	4%	-1%	2%	-45%	0.0%	-13%	4%	3%
26) Nc1cccc(OCCCCCOc2cccc(N)c2)c1
    /	/	-20%	6%	8%	/	-12%	-6%	/
27) Cc1nn(CCCC(=O)Nc2nccs2)c(C)c1[N+](=O)[O-]
    24%	6%	1%	14%	15%	3.5%	-21%	3%	3%
28) CCCN1CCN(CCNC(=O)Nc2ccc(OC)c(OC)c2)CC1
    21%	12%	5%	22%	-14%	0.4%	-26%	-1%	0%
29) Cc1ccc(-c2nnc(SCc3ccc(C#N)cc3)n2Cc2ccco2)cc1
    -8%[57.1 µM]	-48%	0%	1%	-14%	2.2%	-1%	-1%	2%[57.1 µM]
30) CN(C)CCNC(=O)c1ccc(CS(=O)(=O)c2c(Cl)cccc2Cl)o1
    12%[57.1 µM]	-32%	0%	-7%	-1%	2.5%	-10%	1%	4%[57.1 µM]
31) C/C(=N\N=C1\NC(=O)CC(C(=O)O)S1)c1ccc(F)cc1 (stereo not given)
    -14%	10%	-1%	6%	-4%	2.3%	9%	-5%	-10%
32) COCCN(Cc1ccccc1)C(=O)C1CCN(C(=O)Nc2ccccc2)CC1
    13%	5%	-3%	-1%	-12%	/	-14%	1%	4%
33) CCCCNC(=O)CC1Nc2cc(C)c(C)cc2NC1=O (stereo not given)
    11%	18%	2%	-5%	185%[activator]	1.3%	?	-9%	14%
34) O=C(Nc1cc(S(=O)(=O)N2CCCCC2)ccc1Cl)C1COc2ccccc2O1 (stereo not given)
    -2%	-30%	-7%	3%	-6%	/	-12%	-3%	-9%
35) O=C1CN(C(=O)COc2ccc(F)cc2Cl)c2ccccc2N1
    10%	-22%	-7%	12%	-21%	2.5%	-11%	1%	6%
36) Cc1ccc(Cl)cc1N1CCN(C(=O)c2ccc3c(Cl)c4c(nc3c2)CCCC4)CC1
    9%	17%	3%	-7%	-7%	-2.5%	-16%	2%	-3%
37) CCn1cc([N+](=O)[O-])c(C(=O)Nc2c(C)nn(Cc3c(F)c(F)c(F)c(F)c3F)c2C)n1
    11%	-8%	1%	0%	16%	-0.7%	-10%	4%	7%
38) CN(CCC#N)c1ccc(/C=C(\C#N)c2ccccn2)cc1
    -2%	-18%	-1%	2%	?	0.0%	?	-3%	-11%
39) Cc1c(NC(=O)Nc2ccccc2Cl)c(=O)n(-c2ccccc2)n1C
    16%	2%	0%	6%	1%	1.9%	0%	0%	-1%
40) COc1ccc2c(c1)OC[C@H]1[C@H]2N2C(=O)CNC(=O)[C@@]2(C)[C@H]1c1ccccc1
    ?	-21%	4%	13%	7%	/	-16%	0%	4%
41) CCC1(C)Cc2c(sc3nc(NN)n(C)c(=O)c23)CO1 (stereo not given)
    -9%	-34%	-5%	8%	?	6.7%	-8%	0%	2%

Three entries out of the list, sorted by molar mass, rising.
Under each structure: TrxR1 inh	RGS4 inhibitor	Vif-A3G inh	mIDH1 inhibitor	12-LOX inh	RXFP1 ag	USP1-UAF1 inh	Vif-A3F inh	TrxR1 substrate
1) COc1ccc2ccc3ccc(OC)c(OC(C)=O)c3c2c1
    15%[11.4 µM]	10%	0%	6%	9%	/	-24%	10%	19%[57.1 µM]
13) O=C(Nc1cccc(-c2nc3ncccc3o2)c1)c1ccco1
    -22%	-45%	-5%	17%	10%	0.3%	-21%	-8%	-7%
8) COc1ccc(NC(=O)CSc2nnc(Cc3cccs3)n2-c2ccc(C)cc2)cc1
    14%	8%	-8%	1%	1%	0.8%	-19%	-6%	-8%

The list is partial (hit frequency here may not be typical).
